# M1 PAM: positive allosteric modulators of human M1 muscarinic receptor. 360,000 tested, 0.088% active. CHO-K1 hM1, Fluo-8 calcium fluorescence, ACh EC20; 0% = ACh EC20, 100% = maximal ACh. AID 588819. activation, % at 3 µM; in the data active = activation above about 19%, passing the limit was not always enough
# Target sequence (P11229 whole entry, looked up): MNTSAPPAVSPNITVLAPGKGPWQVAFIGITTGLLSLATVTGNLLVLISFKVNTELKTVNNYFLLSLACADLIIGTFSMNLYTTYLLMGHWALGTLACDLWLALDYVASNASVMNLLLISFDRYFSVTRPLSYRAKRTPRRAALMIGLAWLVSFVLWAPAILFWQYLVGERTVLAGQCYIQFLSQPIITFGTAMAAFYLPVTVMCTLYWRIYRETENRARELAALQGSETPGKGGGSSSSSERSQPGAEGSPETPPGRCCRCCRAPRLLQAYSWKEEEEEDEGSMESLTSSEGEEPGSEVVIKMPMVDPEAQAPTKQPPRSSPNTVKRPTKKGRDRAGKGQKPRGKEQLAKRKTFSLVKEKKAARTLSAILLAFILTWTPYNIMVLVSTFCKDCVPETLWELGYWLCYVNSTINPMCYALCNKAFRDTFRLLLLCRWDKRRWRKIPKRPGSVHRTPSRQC
# OXTR potentiator: potentiators of human oxytocin receptor; P30559; 320,000 tested, 0.061% active; activation, % at 3 µM; AID 2445; CHO-OTR cells, Fluo-8 calcium fluorescence, potentiator mode; 0% = oxytocin EC15, 100% = EC100;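 active = activation above that plate's cutoff, the mean activation of tested compounds plus 3 SD, cut at about 6.6% in these data, passing the limit was not always enough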;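 note: 100% uses oxytocin at 75 nM as the full agonist control; some results filed as inactive read as strong as hits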
# Target sequence (P30559 whole entry, looked up): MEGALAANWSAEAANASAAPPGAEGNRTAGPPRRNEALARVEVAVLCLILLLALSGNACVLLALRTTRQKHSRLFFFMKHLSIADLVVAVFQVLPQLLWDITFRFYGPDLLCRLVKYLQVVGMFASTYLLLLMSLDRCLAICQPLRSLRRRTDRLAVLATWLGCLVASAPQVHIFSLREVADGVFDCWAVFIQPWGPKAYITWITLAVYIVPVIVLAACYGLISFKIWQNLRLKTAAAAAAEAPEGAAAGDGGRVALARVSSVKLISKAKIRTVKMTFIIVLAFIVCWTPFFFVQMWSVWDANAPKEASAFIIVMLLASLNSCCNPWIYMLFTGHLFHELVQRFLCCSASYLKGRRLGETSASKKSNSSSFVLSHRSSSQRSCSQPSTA
#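 Measured by – Fluo-8 calcium dye fluorescence · Test system – human OTR in CHO cells · Dosing – one concentration, 3.0 µM compound · Controls – EC15 oxytocin alone as 0%, 75 nM oxytocin as 100% · Evaluation – normalized max/min fluorescence ratio, % activation · Timing – 6 min pre-incubation, 100 s read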
# CHO parental Ca: signal in parental CHO cells, OX1R antagonist counter-screen; parental CHO-K1, ATP-induced calcium, Fluo-8 fluorescence; inhibition, % at 5.6 µM; 330,000 tested, 0.63% active; AID 463079;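 active = inhibition above that plate's mean sample inhibition plus 3 SD, cut at about 26% in these data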;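 note: 0% = ATP-challenged DMSO wells and 100% = DMSO wells without ATP; some compounds past the cut are filed as inactive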
#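 Assay system: parental CHO cells; Read-out basis: percent inhibition of ATP-evoked calcium rise, normalized to controls; Benchmarks: ATP and no-ATP DMSO wells; Compound dosing: single nominal dose of 5.6 µM per compound; Signal: Fluo-8 calcium dye fluorescence; Also added: ATP as calcium-mobilizing challenge; Repeats: singlicate.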
# M4 ag: CHRM4 agonism in calcium assay; 360,000 tested, 0.14% active; P08173; AID 624127; activation, % at 3 µM; CHO-K1 hM4/Gqi5, Fluo-8 calcium fluorescence; vehicle 0%, full acetylcholine response 100%;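 active = activation above the run mean over all test wells plus 3 SD, cut at about 32% in these data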;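 note: peak over basal fluorescence ratio per well then scaled between controls; 0% = DMSO wells and 100% = acetylcholine at EC100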
# CHO-K1 Ca antag: M1 antagonist counterscreen hit in parental CHO-K1 cells. ATP-induced calcium, Fluo-8 fluorescence. inhibition, % at 3 µM. 360,000 tested, 0.6% active;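 active = inhibition above a per-plate cutoff, the plate's mean sample inhibition plus 3 SD, cut at about 24% in these data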;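 note: 0% = DMSO plus EC80 ATP and 100% = DMSO alone without ATP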
# M1 ag parental: nonselective activator or artifact in parental CHO-K1 cells | AID 602248 | 360,000 tested, 0.48% active | activation, % at 3 µM | Fluo-8 calcium fluorescence; scaled to maximal ATP response, vehicle zero; in the data active = activation above about 15%;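 note: untransfected CHO-K1 host cells lacking M1 receptor as counterscreen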
# CHRM1 agonist: activates human CHRM1 receptor | P11229 | CHO-K1 hM1, Fluo-8 calcium fluorescence, agonist mode; 0% DMSO, 100% acetylcholine EC100 | activation, % at 3 µM | 360,000 tested, 0.33% active | AID 588814;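 active = activation above the run's mean compound activation plus 3 SD, cut at about 16% in these data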;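 note: peak over basal fluorescence ratio within a 140 s kinetic read after compound addition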
# M1 antag: blocks human M1 muscarinic receptor. CHO-K1 hM1, Fluo-8 calcium fluorescence, ACh EC80 antagonist. inhibition, % at 3 µM. 360,000 tested, 1.3% active;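 active = percent inhibition above its own plate's cutoff, namely the mean of that plate's compound wells plus 3 SD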;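 note: peak over basal fluorescence ratio during 140 s after agonist addition; 0% = ACh EC80 plus DMSO and 100% = DMSO alone without agonist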
# CHRM4 antagonist: CHRM4 antagonism in calcium assay; 360,000 tested, 0.73% active; inhibition, % at 3 µM; CHO-hM4 cells, ACh EC80, Fluo-8 calcium fluorescence; P08173;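 active = inhibition above its plate's cutoff, the mean inhibition of sample wells plus 3 SD, cut at about 27% in these data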;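 note: 0% = acetylcholine EC80 with DMSO and 100% = DMSO without agonist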
# * = called active by the depositor; nt = not tested or not shown.
SMILES,M1 PAM,OXTR potentiator,CHO parental Ca,M4 ag,CHO-K1 Ca antag,M1 ag parental,CHRM1 agonist,M1 antag,CHRM4 antagonist
CCOC(=O)C1C(=O)NC(c2ccccc2)=NC1c1cccc(Br)c1 (stereo unspecified),9,-11,-17,1,-2,0.8,-5,-11,4
COc1ccc(-c2noc(=O)n2Cc2ccccc2Cl)cc1,-15,-7,-11,16,4,4.8,-8,21,4
O=c1nc(N2CCOCC2)nc(N/N=C/c2ccc3c(c2)OCO3)[nH]1,8,-17,-1,0,-14,0.5,-3,-12,8
CCN(C[C@H]1N[C@@](C)(C(=O)OC)[C@H]2C(=O)N(C)C(=O)[C@@H]12)C(C)=O,0,-1,-3,0,-10,-0.4,-2,-1,-9
O=C(O)Cc1ccc(NC(=O)c2cccs2)cc1,8,-4,6,0,-3,0.3,-5,-7,0
COc1ccc(C2c3[nH]c4ccccc4c3CCN2Cc2cccn2-c2ncccn2)cc1C (stereo unspecified),-7,-8,-33,7,-2,1.6,-12,-2,-4
O=C(c1ccco1)N1CCN(C(=O)C2CC(=O)N(c3ccccc3)C2)CC1 (stereo unspecified),4,-9,6,1,8,0.4,-2,-1,1
O=C(Nc1ccnn1C1CCN(Cc2cccc(O)c2)CC1)C1CCCC1,0,9,-6,1,-5,0.2,-4,3,8
O=S(=O)(c1ccc2ccccc2c1)N(CC(O)CN1CCOCC1)c1ccccc1 (stereo unspecified),7,-18,-31,1,1,-0.2,-2,-24,-9
CN(C)S(=O)(=O)c1ccc(Cl)c(C(=O)OCC(=O)NNC(=O)c2cccs2)c1,7,-1,-4,2,-25,0.6,-1,1,-11
COCCn1c(SCC(=O)Nc2cc(C)on2)nnc1-c1c[nH]c2ccccc12,18,-5,1,0,-1,-0.3,2,-25,-23
CCC(C)c1ccc(NC(=S)Nc2ccc(OC)cc2)cc1 (stereo unspecified),-6,-4,1,2,-11,1.4,-8,13,-5
CCOc1ccccc1NC(=O)CCn1ccnc1,12,-4,6,2,-21,1.7,-5,-16,-7
O=C(NCc1ccc2c(c1)OCO2)c1cccc(S(=O)(=O)N2CCCCC2)c1,3,5,0,4,-6,1.0,-3,-8,-12
Cc1ccc(NC(=O)Nc2nnc(-c3ccncc3)s2)cc1,1,-14,8,12,-15,8.4,6,9,-18
CC(C)N1CCN(Cc2ccc(-c3ccccc3Cl)o2)CC1CCO (stereo unspecified),-3,5,-2,2,-9,1.1,-12,2,-6
CCN(CC)S(=O)(=O)c1cc(C(=O)OCC(=O)Nc2cccc(S(=O)(=O)N(C)C)c2)ccc1F,3,-10,-13,3,-1,3.4,-2,-8,0
O=C(Nc1ccc(Br)cn1)c1ccc(COc2c(F)c(F)cc(F)c2F)o1,0,-1,-22,0,-6,-0.2,-4,-1,4
N/C(CN1CCCC1=O)=N\O,-3,-9,-13,2,-3,0.2,-4,-3,20
CC(C)c1ccc(S(=O)(=O)N2CCN(C(=O)c3ccncc3)CC2)cc1,1,-9,-21,3,-14,2.8,-2,2,5

# Another view of part of the listing above.
SMILES	M1 PAM	OXTR potentiator	CHO parental Ca	M4 ag	CHO-K1 Ca antag	M1 ag parental	CHRM1 agonist	M1 antag	CHRM4 antagonist
O=S(=O)(c1ccc2ccccc2c1)N(CC(O)CN1CCOCC1)c1ccccc1 (stereo unspecified)	7	-18	-31	1	1	-0.2	-2	-24	-9
CN(C)S(=O)(=O)c1ccc(Cl)c(C(=O)OCC(=O)NNC(=O)c2cccs2)c1	7	-1	-4	2	-25	0.6	-1	1	-11
COCCn1c(SCC(=O)Nc2cc(C)on2)nnc1-c1c[nH]c2ccccc12	18	-5	1	0	-1	-0.3	2	-25	-23

# Additional entries:
SMILES,M1 PAM,OXTR potentiator,CHO parental Ca,M4 ag,CHO-K1 Ca antag,M1 ag parental,CHRM1 agonist,M1 antag,CHRM4 antagonist
Cc1cccc(-c2cnc(C(O)c3ccc(Cl)cc3C)[nH]2)c1 (stereo unspecified),2,nt,nt,3,-8,1.1,0,-10,-12
Cc1ccc(N2CC(C(=O)OCC(=O)Nc3ccccc3C)CC2=O)cc1 (stereo unspecified),7,4,-6,1,-1,-0.8,-3,-8,2
CC(NC(=O)/C(C#N)=C/c1cn(-c2ccccc2)nc1-c1ccc(F)cc1)c1ccccc1 (stereo unspecified),9,4,-9,0,-3,0.8,-7,2,6
Cc1ccc(C)c(OCCSc2nnc(-c3cccnc3)n2N)c1,5,1,-13,2,-3,1.3,-8,-5,-9
CC(C)(C)[C@@H]1COC(=O)[C@H](Cc2ccc(F)cc2)CC/C=C\C[C@H](CC(=O)N(CCO)Cc2ccccc2)C(=O)N1,-7,-5,-3,26,-16,7.8,-3,10,-1
FC(F)(F)c1cccc(Oc2cc(C(F)(F)F)nc(-c3ccccn3)n2)c1,-2,-1,-3,0,9,-0.2,-2,14,11
O=S(=O)(Nc1ccccc1N1CCCCC1)c1ccc(F)cc1F,14,7,-22,-2,-13,0.4,-10,-11,-3
CCOc1ccc(C(=O)CCC(=O)NNC(=O)c2ccncc2)cc1,12,-2,-19,1,-2,0.8,-4,-17,-9
CCOc1ccc(/C=N/N2CCN(Cc3ccccc3)CC2)cc1,1,10,-11,0,-3,1.1,-4,-8,-5
O=C1NC[C@H](CCCCN2CCN(CCc3ccc(O)cc3)C(=O)C2=O)N(CCc2ccc(O)cc2)C1=O,nt,nt,nt,0,-11,0.3,nt,nt,9
COc1cccc(C(=O)NCCS(=O)(=O)N2CCN(C(=O)c3ccco3)CC2)c1,16,-1,11,-1,17,-0.3,8,-5,6
CC1(C)c2[nH]c3ccccc3c2C[C@H]2C(=O)N(N)CC(=O)N21,16,-15,-3,2,0,3.1,3,-8,1
COCC(=O)N1C[C@H]2CON(C)[C@H]2C[C@H]1c1cccc(-c2ccc(C#N)cc2)c1,5,nt,nt,1,0,0.3,-2,-10,-13
CN(C(=O)c1ccc(NC(=O)Cc2ccc([N+](=O)[O-])cc2)cc1)C1CCCC1,7,-12,5,18,-6,11,14,7,-3
O=[N+]([O-])c1ccc(COc2ccc(CN3CCCC3)cc2)cc1,-19,nt,nt,6,-12,2.3,-8,16,-4
CCc1ccc(N2C(=O)CN(Cc3cccs3)C2=S)cc1,7,-5,4,-1,-18,-0.1,-8,-5,-6
Cc1nn2c3ccccc3nc2n(C)c1=O,6,nt,nt,0,-8,0.8,-3,-12,4
C=CCOC(=O)C1=C(C)Nc2nnnn2C1c1cccs1 (stereo unspecified),-3,-3,-13,-1,-9,0.7,-3,-3,4
Cc1cc(S(=O)(=O)N2CCOCC2)ccc1OCC(=O)Nc1ccc(F)c(Cl)c1,10,-10,-14,2,-13,1.2,-4,-5,-9
Cc1cc(-c2ccccc2)nc(N/N=C/c2ccc(O)cc2)n1,-3,nt,nt,7,-14,1.9,-4,1,-6
CC(C)(C)c1ccc(C(=O)C2CC2)cc1,12,nt,nt,1,-8,0.2,-2,-11,-10
CCN(CC(=O)Nc1ccc2c(c1)OCCO2)CC(=O)Nc1cc(C)on1,7,4,-8,1,-21,-0.1,-4,-15,11
COc1cc(OC)cc(C(=O)N2CCC(N3CCCCCC3)CC2)c1,-7,1,-3,0,8,-0.1,-7,1,-3
O=c1cc(CO)oc(CN2CCN(c3ccccc3F)CC2)c1O,-4,-13,-4,1,3,0.2,-2,-10,-9
COc1ccc(C)cc1Nc1nnc(C)c(=O)[nH]1,7,-6,-1,1,-12,1.4,-4,-7,-1
COCCCNC(=S)N1CCN(S(=O)(=O)c2ccc(OC)cc2)CC1,0,-12,-22,2,-19,0.4,-3,-2,-2
COc1ccc(C(=O)OCC(=O)Nc2nnc(-c3ccccc3)o2)cc1,18,-9,-12,1,-5,-0.1,-1,-23,-8
COc1ccc(CCn2nnnc2C(C(C)C)N2CCN(c3ncccn3)CC2)cc1OC (stereo unspecified),0,-10,-28,5,-2,1.3,-3,5,-9
O=C(CN1CCN(S(=O)(=O)c2ccc(Cl)cc2)CC1)Nc1ccc2c(c1)OCCO2,3,-14,-20,5,-16,3.7,-3,0,-6
O=C(COc1cccc2ccccc12)N1CCN(c2ccccn2)CC1,-13,7,-22,9,-7,2.1,-6,21,1
CNc1nc(-c2c[nH]c3ccccc23)cs1,7,-12,-22,1,-18,0.2,-4,-11,-4
CCCCn1c(N)c(N(C)C(=O)C2CC(=O)N(Cc3ccco3)C2)c(=O)[nH]c1=O (stereo unspecified),3,-5,-1,1,-12,0.6,-2,-7,-14
CCC1(c2ccc(OC)cc2)NC(=O)N(CC(=O)NC2CCCCC2C)C1=O (stereo unspecified),6,1,-14,0,-13,-0.2,-2,-10,10
Cc1cc(C)c2c(N)c3ccccc3nc2n1,7,2,2,1,-5,0.5,-6,-3,1
COc1ccc(NC(=O)c2ccco2)cc1NC(=O)c1ccccc1F,4,-10,-4,0,-8,0.6,-3,-9,-34
CCOC(=O)N1CCC(NC(=O)C2CCCN2C(=O)OCc2ccccc2)CC1 (stereo unspecified),2,1,-23,1,-10,0.7,-4,-11,-7
CCCN(c1ccc(C(=O)OC)cc1)S(=O)(=O)c1ccccc1,6,-4,-14,0,-4,1.1,-9,-3,-6
CC1(C)Cc2c(sc(NC(=O)C(=O)NCCCN3CCOCC3)c2C(N)=O)CO1,2,-4,-9,-1,-14,0.7,-5,-5,-18
CC(C)(CO)CNC(=O)c1ccc2nc(Cc3cccc(Cl)c3)oc2c1,15,-5,-8,1,-4,1.4,-1,-21,-8
O=C(Nc1ccc(Oc2ccccc2)cc1)C1CCN(c2ncccn2)CC1,8,3,-2,0,-6,0.5,-4,-10,3
COc1cccc(CN2CCN(C(=O)c3cc(-c4ccccn4)nc4ccc(Cl)cc34)CC2)c1,-10,-5,-12,21,-2,5.8,-2,33,-3
N#C/C(C(=S)Nc1ccccc1)=C1/NN=C(N2CCOCC2)N1c1ccccc1,4,-2,22,2,7,0.3,-5,6,1
CC1(c2ccccc2)NC(=O)N(CC(=O)NCc2ccc3c(c2)OCO3)C1=O (stereo unspecified),8,3,0,1,-8,0.6,-4,-4,-7
Nc1ccccc1SCC(=O)Nc1ccc(N2CCOCC2)cc1,3,-4,-1,1,12,0.2,-5,-14,-2
Cc1cc(NC(=O)CSc2nnnn2Cc2ccccc2)no1,10,-6,7,1,-5,-0.1,1,-11,1
COc1ccc(S(=O)(=O)N(C)C[C@@H]2OCCCC[C@@H](C)Oc3ccc(NS(=O)(=O)c4cccs4)cc3C(=O)N([C@H](C)CO)C[C@@H]2C)cc1,1,nt,nt,2,-10,0.6,-6,-14,-9
O=C(Nc1ccccc1C(=O)O)c1cc(S(=O)(=O)N2CCCCC2)cs1,11,-5,-2,-1,1,-0.1,2,-7,0
CCOC(=O)c1cc(C)n(-c2ccc(OC)c(OC)c2)c1C,-4,-18,-21,-1,-6,0.3,-5,-6,2
C=C(C)c1sc(-c2ccc(Cl)cc2)nc1C,0,1,-1,2,-7,0.0,-4,6,-5
O=C(NC1CCCCCC1)c1cc(S(=O)(=O)N2CCOCC2)ccc1N1CCCCC1,-3,-4,-25,1,5,2.2,-4,6,-11
CCn1ccnc1C(O)c1cccc(OC)c1OC (stereo unspecified),5,-2,-3,1,2,0.4,-7,-8,-14
